Screens from PubChem BioAssay.
H9c2 protect: cardioprotection against H2O2-induced cell death, primary screen, uHTS, H9c2 cells, ATPLite luminescence | H9c2 cardiomyocytes, H2O2 injury protection, 2 h | protection from H2O2 cell death, % at 20 µM | 360,000 compounds, 0.63% hits | AID 588492, 2011;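 active = compounds giving at least 50% protection of heart cells from peroxide-induced death in the single-dose screen, raw or plate-pattern-corrected value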;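 also: 0% = DMSO wells with peroxide and 100% = DMSO wells without peroxide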
PDI turbidity: inhibitors of human PDI, primary screen, biochemical, turbidity, single point, plate reader; Protein disulfide-isomerase (Homo sapiens), P07237; PDI insulin aggregation turbidity, A650, 90 min; inhibition, % at 10 µM; 350,000 compounds, 0.052% hits; AID 588391, 2011;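 active = mean inhibition across replicates of 30% or more, whatever share of single replicates reach that level; inconclusive = mean inhibition below 30% while every single replicate reaches 30%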;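 also: absorbance from insulin aggregation driven by PDI reduction with DTT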
Target sequence (P07237 whole entry, looked up): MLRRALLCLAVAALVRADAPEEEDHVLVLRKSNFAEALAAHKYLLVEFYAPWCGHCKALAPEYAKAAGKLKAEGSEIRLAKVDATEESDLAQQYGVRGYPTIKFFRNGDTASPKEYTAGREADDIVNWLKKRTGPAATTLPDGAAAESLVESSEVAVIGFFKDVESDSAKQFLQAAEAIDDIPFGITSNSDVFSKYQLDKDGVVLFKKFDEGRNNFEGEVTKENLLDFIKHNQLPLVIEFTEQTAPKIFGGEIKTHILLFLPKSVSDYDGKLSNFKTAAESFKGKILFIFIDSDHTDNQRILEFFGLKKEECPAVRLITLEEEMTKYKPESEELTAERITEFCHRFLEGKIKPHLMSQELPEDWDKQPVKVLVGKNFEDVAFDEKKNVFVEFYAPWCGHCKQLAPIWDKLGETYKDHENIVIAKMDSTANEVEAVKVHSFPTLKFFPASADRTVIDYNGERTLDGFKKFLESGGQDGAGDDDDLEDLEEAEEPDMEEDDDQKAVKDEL
ABCB6 inh MLPCN: ABCB6 transporter inhibitors, primary screen, K562-ABCB6 cells, flow cytometry, MLPCN library | AID 602162, 2011 | K562-ABCB6 porphyrin accumulation, 1 h; stronger effect = lower value | 360,000 compounds, 0.19% hits | ATP-binding cassette sub-family B member 6 (Homo sapiens), Q9NP58 | fluorescence ratio to DMSO, % at 10 µM;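 active = fluorescence ratio to DMSO below 75%, the collection mean minus 3 SD; inconclusive = too few cells collected in the well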;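 also: signal is porphyrin accumulated inside mitochondria; 100% equals median channel fluorescence of DMSO control wells; lower ratio means ABCB6 inhibition with less porphyrin fluorescence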
iPSC survival up: enhancers of single-cell hiPSC survival, primary screen, ATPlite luminescence. AID 602274, 2012. 100% = ROCK inhibitor wells, 0% = DMSO. 360,000 compounds, 0.044% hits. survival enhancement, % at 20 µM; in the data active = survival enhancement above about 18%;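 also: cells exposed to compounds for 16 hours before the ATP read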
Vif imaging: HIV Vif self-association inhibitors, primary screen, imaging, HEK293T, single point; 340,000 compounds, 0.35% hits; HEK293T cells, Vif self-association by quenched fluorescence, 24 h; inhibition, % at 7.49 µM; in the data active = inhibition above about 50%, passing the limit was not always enough; inconclusive = no clear call, values can overlap the other calls; inactive = below about 31%; also: some results filed as inactive read as strong as hits
Glyco luc inh: increase of ERlucT glycosylation luciferase signal, primary screen, N-linked glycosylation inhibitor project, D54 ERlucT cells, luminescence, set 2. reporter increase, % at 12.5 µM. AID 588692, 2011. D54 ERlucT glycosylation luciferase reporter, 24 h; percent of 100 nM tunicamycin response. 360,000 compounds, 0.23% hits;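 active = mean luciferase reporter signal, scaled so untreated is 0 and the glycosylation-blocking control 100, at or above a set limit in every replicate; inconclusive = mean reaches the limit but not every replicate does; inactive = mean below the limit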;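 also: luciferase carries N-glycosylation sites so blocking glycosylation raises the light; 0% = median of neutral control wells and 100% = median of 100 nM tunicamycin wells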
Exocytosis inh: LAMP-1 surface exposure blockers, TALL-104 cells – cell-based, flow cytometry, MLPCN library, primary screen. TALL-104 LAMP-1 surface exposure; cells stimulated with thapsigargin and PMA. 360,000 compounds, 0.66% hits. AID 651702, 2012. inhibition, % at 10 µM;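 active = inhibition above about 55%, limit read from the data; inconclusive = no clear call, values can overlap the other calls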
aDG glyco up: activators of alpha-DG glycosylation, primary screen, uHTS, Pro5-aDG cells, AlphaScreen. alpha-DG glycosylation AlphaScreen (IIH6); 0% Pro5, 100% B10-LARGE cell signal. activation, % at 10 µM. 360,000 compounds, 0.22% hits. AID 624168, 2012;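 active = activation of at least 8% versus controls, or a plate z-score of at least 8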;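 also: Pro5 are CHO cells carrying HIG-tagged alpha-DG that lacks glycosylation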
HTR2A ag: mouse Htr2a agonists via beta-arrestin recruitment, primary screen, cell-based, luminescence. 360,000 compounds, 0.66% hits. CHO-K1 mHTR2A beta-arrestin complementation; percent of 30 µM serotonin response. AID 624169, 2012. 5-hydroxytryptamine receptor 2A (Mus musculus), P35363. activation, % at 7.6 µM;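 active = activation above a run cutoff, the mean activation of all tested compounds plus 3 SD, cut at about 14% in these data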;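 also: 0% = plate median of compound wells and 100% = 30 µM serotonin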
Target sequence (P35363 whole entry, looked up): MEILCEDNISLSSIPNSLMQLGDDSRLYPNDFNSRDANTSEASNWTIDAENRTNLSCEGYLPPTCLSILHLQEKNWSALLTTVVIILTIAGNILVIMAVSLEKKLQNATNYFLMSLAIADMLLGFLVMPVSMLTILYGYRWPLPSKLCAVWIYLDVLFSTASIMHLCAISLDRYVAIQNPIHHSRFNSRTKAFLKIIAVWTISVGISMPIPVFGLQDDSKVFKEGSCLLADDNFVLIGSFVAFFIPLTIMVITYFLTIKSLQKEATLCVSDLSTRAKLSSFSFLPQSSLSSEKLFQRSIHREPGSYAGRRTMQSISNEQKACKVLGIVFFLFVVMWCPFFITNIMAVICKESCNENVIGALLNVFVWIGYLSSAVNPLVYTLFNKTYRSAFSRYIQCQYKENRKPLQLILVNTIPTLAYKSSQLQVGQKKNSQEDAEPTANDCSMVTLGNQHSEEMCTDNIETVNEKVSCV
CaV13 FRET inh: Disruptors of the CACNA1D IQ motif to Ca2+-dependent inactivation inhibitor domain association, primary screening, Förster resonance energy transfer in intact living …; HEK cells, CFP/YFP FRET ICDI-IQ, plate reader, 10 min; percent FRET-ratio fall versus neutral wells; inhibition, % at 12.3 µM; 340,000 compounds, 0.098% hits; AID 743397;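 active = mean replicate inhibition of at least 30% and at least 1% of replicates passing that level; inconclusive = only one of the two criteria is met; inactive = neither criterion is met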;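 also: 0% = median of the neutral control wells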
* hit, by the source's call; ? = inconclusive; / = not tested or not shown; & = joins results of further samples. Compounds were not picked by outcome; about 3.1% have a hit in one of these screens.

SMILES	H9c2 protect	PDI turbidity	ABCB6 inh MLPCN	iPSC survival up	Vif imaging	Glyco luc inh	Exocytosis inh	aDG glyco up	HTR2A ag	CaV13 FRET inh
COc1ccc(C(=O)NNC(=O)CCn2nnc(-c3ccc(C)cc3)n2)cc1OC	-7	-3	95	-1.5	-1	3	-1	-0.1	-2	-7
COCCCNC(=O)N1c2ccccc2Sc2ccccc21	-1	-12	93	-0.6	2	-1	7	0.0	-2	-3
CCOC(=O)Cn1nc(C)cc1NC(=O)c1cc(OC)c(OC)c(OC)c1	15	9	103	1.1	-3	3	3	-0.2	1	-5
CC1Cc2ccccc2N1CC(=O)Nc1ccc(N2CCOCC2)cc1 (stereo not given)	-4	1	89	-0.1	4	-2	3	-0.6	0	-8
CCOC(=O)Cc1csc(NC(=O)c2sc3nc4cc(C)ccc4cc3c2N)n1	1	9	154	-0.6	-1	0	4	0.2	5	-38
Cc1ccccc1NS(=O)(=O)c1ccc(C(=O)NNC(=O)c2ccccc2O)cc1	41	11	103	1.7	-3	-5	5	0.2	3	-5
COc1ccc(/C=[N+](\[O-])C2N(c3ccccc3)C(=S)SC2(C)C)cc1OC (stereo not given)	1	-1	94	0.7	1	3	6	0.0	3	-14
COc1ccc(N(C(=O)c2ccco2)C(C(=O)NC2CCCC2)c2cccs2)cc1 (stereo not given)	13	-3	101	0.8	-6	-2	-1	0.3	-1	-6
CNC(=S)Nc1ccc([N+](=O)[O-])cc1C	-3	6	99	0.0	-10	2	0	0.0	2	-3
COc1ccc2ccccc2c1CNC(=O)CC1C(=O)NCCN1CC(C)C (stereo not given)	-3	1	108	0.0	0	-2	20	0.3	-3	-7
CCn1nc(C(=O)OCc2c(C)noc2C)c2ccccc2c1=O	2	-3	99	-0.3	-7	3	-1	-0.1	6	-8
Cc1sc2ncnc(N3CCC(C(=O)N(C)CC(=O)Nc4ccc(Cl)c(C(F)(F)F)c4)CC3)c2c1C	-15	2	93	0.5	-2	-4	14	2.8	-5	-6
CSCCC(NC(=O)C1CCC(C)CC1)C(=O)N1CCN(c2ccccn2)CC1 (stereo not given)	5	-1	95	0.4	3	0	3	0.1	-3	-6
COc1cc(NC(=O)COC(=O)CCOc2ccc(C)cc2)cc(OC)c1	-4	11	100	-0.3	/	-1	2	0.0	10	-5
Cn1c2ccccc2c(=O)c2c(=O)n(-c3ccccc3)c(C3CCCCC3)nc21	-5	-6	96	1.0	3	3	1	0.2	5	-4
CCN(CC)S(=O)(=O)c1ccc(C(=O)Nc2nnc(-c3ccco3)o2)cc1	16	2	89	1.7	3	3	-7	-0.3	0	-5
COc1ccc(NC2CCCN(C(=O)CCOc3ccccc3)C2)cc1 (stereo not given)	-1	20	97	0.4	13	-1	0	-0.1	0	-3
Cc1nc(S/C(=C\c2ccc(-c3ccc(C(=O)O)c(Cl)c3)o2)C(=O)O)n[nH]1	2	2	96	-0.3	6	1	0	0.1	1	-58
Cc1c(NC(=O)CC(C)C)c(=O)n(-c2ccccc2)n1C	-4	-7	101	0.4	-2	2	2	0.0	1	-2
O=C(CNC1C(=O)Nc2ccccc21)Sc1ccccc1 (stereo not given)	0	6	100	-0.4	13	0	5	-0.2	-2	-5
O=C1NC[C@@H](c2ccccc2)OC(=O)[C@H](Cc2ccc(F)cc2)C/C=C\C[C@H]1CC(=O)N(CCO)Cc1ccccc1	4	-3	100	-3.4	-6	8	-3	-0.4	4	-11
O=C(CN(CC1CCCO1)C(=O)CNS(=O)(=O)c1ccccc1)NCc1ccccc1 (stereo not given)	2	11	97	4.4	-4	3	-1	-0.1	4	-1
O=C(c1cc(-c2ccc(Cl)c(Cl)c2)on1)N1CCCCC1	-3	-3	99	-1.8	/	-4	3	-0.2	-1	-4
Cc1ccc(CSc2ccc3nnc(-c4ccccn4)n3n2)cc1	45	4	101	0.2	14	9	0	-0.1	3	-28
COc1ccc(C(=O)N(Cc2ccccc2)c2cccc(C)c2)c(OC)c1OC	-4	7	87	-0.4	0	-4	-10	0.0	2	-3
Carrying on:
SMILES	H9c2 protect	PDI turbidity	ABCB6 inh MLPCN	iPSC survival up	Vif imaging	Glyco luc inh	Exocytosis inh	aDG glyco up	HTR2A ag	CaV13 FRET inh
CCOC(=O)C1CCCN(c2nc3ccccc3nc2C(C#N)C(=O)OCC)C1 (stereo not given)	2	-8	89	-1.7	/	4	4	-0.4	-6	/
CCS(=O)(=O)c1nc(S(=O)(=O)c2ccc(Cl)cc2)c(N2CCC3(CC2)OCCO3)s1	2	3	80	-0.2	-1	-2	1	-0.1	-5	-2
C[C@@H]1COC(=O)[C@H](CC(=O)OC(C)(C)C)C/C=C\C[C@@H](CC(=O)N(CCO)Cc2ccccc2)C(=O)N1	4	-4	95	3.6	-5	0	6	0.0	5	-10
CCCCOC(=O)c1ccc(OC(=O)N2CCOCC2)cc1	-5	10	102	-0.2	-16	0	-2	0.2	2	-7
COc1ccccc1NC(=O)N1CCCC1C(=O)NCc1cccs1 (stereo not given)	-2	4	95	-0.5	6	0	-13	0.0	-1	-3
CCn1c2ccccc2c2cc(NC(=O)CSc3nnnn3-c3ccccc3)ccc21	-7	9	94	1.2	-1	6	-2	-1.0	-3	/
O=C(O)CNC(=O)/C=C/c1c(Cl)cccc1Cl	18	-1	89	-0.9	0	-2	-1	0.0	2	-2
C[C@H](NC(=O)[C@@H]1Cc2ccccc2CN1)C(=O)NC1CCCCC1	4	0	87	1.1	14	0	-2	-0.2	-2	-7
N#Cc1c(-c2ccccc2)cc(-c2ccccc2)[nH]c1=O	1	12	96	0.1	-5	-5	-13	0.0	-1	-20
CCCCCn1c(SCCC(C)C)nc2c1c(=O)[nH]c(=O)n2C	-17	-6	97	-0.7	-11	1	8	0.4	-2	/
CCCn1c(N)c(C(=O)CSc2nnc(C3CC3)n2Cc2ccccc2)c(=O)n(C)c1=O	-3	-2	102	-2.6	2	5	-4	0.1	0	-5
Nc1nnc(CC(=O)N/N=C/c2cccc([N+](=O)[O-])c2)s1	-2	?	121	-2.6	-6	4	-4	0.4	9	/
Cc1ccc(NC(=O)c2cc(S(=O)(=O)NCC3CCCO3)ccc2F)cc1 (stereo not given)	0	2	101	-1.8	14	1	7	-0.1	-3	-4
Cc1nnc(SCC2CCCO2)n1-c1ccccc1 (stereo not given)	0	-4	91	-3.4	0	2	2	-0.1	-1	-7
CCOc1cc(N2CCOCC2)c(OCC)cc1NC(=O)CN1C(=O)NC2(CCc3ccccc32)C1=O (stereo not given)	4	8	100	3.3	19	2	12	0.1	3	-4
CN(C)c1ncnc2c1ncn2[C@H]1CN(Cc2ccncc2)C[C@@H](CO)O1	1	7	100	1.7	1	0	0	0.2	3	-11
CC1=NN(C(C#N)c2ccccc2O)C(C)(C)C1 (stereo not given)	-11	8	100	0.5	-5	1	0	-0.1	4	/
COc1ccc(OC)c(/C=C/C(=O)OCC(=O)N2C(C)CCCC2C)c1 (stereo not given)	-1	23	95	2.2	5	-2	9	0.6	0	-7
CC(C)(C)C(=O)N1CCN(c2ccc([N+](=O)[O-])cc2Cl)CC1	4	-2	95	0.4	/	-1	-3	0.3	12	/
CC1CCN(C(=O)CSc2nnc(-c3ccccc3F)o2)CC1	0	-8	94	-0.2	9	-1	9	0.0	5	-7
Cc1ccc2c(c1)CCCN2C(=O)CSc1ccccc1	-4	5	96	1.7	13	-3	-1	-0.2	-2	-5
COCCNS(=O)(=O)c1cc(C)c(C)cc1C	4	-1	98	2.8	6	2	1	-0.3	2	-4
CCCOc1ccc(Cc2c(O)nc(SC)[nH]c2=O)cc1	8	-3	94	-0.3	-2	2	-8	-0.1	-3	-5
Cc1cc(COc2ccccc2OCCN2CCN(C)CC2)no1	8	-9	102	4.0	4	4	-4	-0.2	-5	/
O=C(NCC1(c2ccccc2)CCCC1)c1ccccc1Br	-7	-1	103	1.4	-3	-2	-4	0.3	-2	-2
Going on with the list:
SMILES	H9c2 protect	PDI turbidity	ABCB6 inh MLPCN	iPSC survival up	Vif imaging	Glyco luc inh	Exocytosis inh	aDG glyco up	HTR2A ag	CaV13 FRET inh
Cc1ccc(S(=O)(=O)CCC(=O)OCC(=O)N2CCc3ccccc32)cc1	1	8	94	-0.2	/	1	-9	-0.2	1	-9
CC(=O)N(CC(=O)N(CC(=O)O)c1ccc(Cl)cc1)c1ccc(Cl)cc1	-3	-1	97	-1.5	9	1	-5	0.0	-2	-5
Cc1cccc(Nc2nc(-c3ccncc3)cs2)c1	-7	1	103	-1.9	-4	-8	-1	2.6	-6	1
COc1ccc(NC(=O)c2ccc(CNc3c(NC4CCCCC4)c(=O)c3=O)cc2)c(OC)c1	1&-5	0&-2	99&101	-1.4&3.5	-6	0&0	-1&7	-0.2&-0.1	-7&-2	-5&-6
Clc1ccccc1Oc1cnc2ccccc2n1	-6	1	98	-0.3	-10	-4	7	-0.2	2	-6
CCOC(=O)COc1cc(Br)c(C2NC(=O)NC(C)=C2C(C)=O)cc1OCC (stereo not given)	39	2	101	0.6	-12	2	2	-0.2	6	-9
COc1ccc(S(=O)(=O)N2CCCCCC2)cc1C(=O)NCCc1ccccc1	-1	-1	96	-0.4	-1	-2	-2	0.9	-3	-15
O=C(NCC1CC1)c1cc(-c2ccccc2)nn1CC1CC(c2cccc([N+](=O)[O-])c2)=NO1 (stereo not given)	13	8	96	-2.6	/	-1	52	-0.1	-2	-4
O=C(COC(=O)COc1ccccc1)Nc1ncc(Cl)cc1Cl	6	-3	95	5.3	6	0	5	-0.1	4	-7
COCCCNC(=O)Cn1cc(C(C)=O)c2ccccc21	1	-2	96	-0.2	/	3	-2	0.0	1	-7
CCOC(=O)CSc1nccc(N(C)C)c1C#N	5	-2	97	-1.3	2	2	-1	-0.1	3	-4
Nc1c(Cl)ncnc1N1CCCC1	9	-4	95	0.6	4	2	-2	-0.2	15*	-5
C=CC[N+](C)(C)CCN1C(=O)C2C(c3ccccc3)C=CC(c3ccccc3)C2C1=O (stereo not given)	3	2	98	6.5	14	2	-2	0.0	-2	-9
COc1ccc(Cl)cc1NC(=S)N1CCC(c2ccc(C)cc2)C1 (stereo not given)	-8	5	98	-0.7	14	0	-3	0.3	0	-5
Cc1ccccc1Cn1cc(NS(=O)(=O)c2cn(C)nc2C)cn1	-1	18	100	0.1	-1	-3	-18	-0.1	-5	/
